# TROY NFkB inh = blocks TROY-dependent signaling in reporter cells. Q293 LMP1-TROYcd NF-kB luciferase reporter, 4 h. inhibition, % at 10 µM. 0.98% of 360,000 active. AID 1347056;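 active means compounds whose plate-normalised and pattern-corrected inhibition of the luciferase reporter signal at the single screening dose is 50% or more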
# SRC2 inh = human SRC2 (NCOA2) inhibition. Q15596. HEK293 GAL4-SRC2 luciferase reporter, luminescence. inhibition, % at 9 µM. 0.17% of 370,000 active. AID 651957;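 active means inhibition above the mean inhibition of all tested compounds plus 3 SD, set per campaign, cut at about 52% in these data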;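 further: 0% = DMSO treated cells and 100% = cells given Gossypol at 36 µM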
# COUP-TFII inh = blocks human COUP-TFII nuclear receptor. P24468. HEK293T NGFI-A luciferase reporter, luminescence. inhibition, % at 8.6 µM. 0.7% of 370,000 active. AID 686940;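 active means inhibition above a per-plate cutoff, mean inhibition of test wells between control levels plus 3 SD, cut at about 38% in these data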;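 further: cells cotransfected with COUP-TFII expression vector driving the NGFI-A reporter; 0% = median of COUP-TF2 test wells and 100% = reporter-only cells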
# NCOA1 inh = inhibits human SRC1 coactivator; Q15788; 0.12% of 360,000 active; inhibition, % at 3.6 µM; HEK293 GAL4-SRC1 luciferase reporter, luminescence;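 active means inhibition above the campaign mean plus 3 SD, with each screening campaign given its own cutoff, cut at about 60% in these data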;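 further: 0% = DMSO treated cells and 100% = gossypol at 36 µM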
# Target sequence (Q15788 whole entry, looked up, the tested form may be a part): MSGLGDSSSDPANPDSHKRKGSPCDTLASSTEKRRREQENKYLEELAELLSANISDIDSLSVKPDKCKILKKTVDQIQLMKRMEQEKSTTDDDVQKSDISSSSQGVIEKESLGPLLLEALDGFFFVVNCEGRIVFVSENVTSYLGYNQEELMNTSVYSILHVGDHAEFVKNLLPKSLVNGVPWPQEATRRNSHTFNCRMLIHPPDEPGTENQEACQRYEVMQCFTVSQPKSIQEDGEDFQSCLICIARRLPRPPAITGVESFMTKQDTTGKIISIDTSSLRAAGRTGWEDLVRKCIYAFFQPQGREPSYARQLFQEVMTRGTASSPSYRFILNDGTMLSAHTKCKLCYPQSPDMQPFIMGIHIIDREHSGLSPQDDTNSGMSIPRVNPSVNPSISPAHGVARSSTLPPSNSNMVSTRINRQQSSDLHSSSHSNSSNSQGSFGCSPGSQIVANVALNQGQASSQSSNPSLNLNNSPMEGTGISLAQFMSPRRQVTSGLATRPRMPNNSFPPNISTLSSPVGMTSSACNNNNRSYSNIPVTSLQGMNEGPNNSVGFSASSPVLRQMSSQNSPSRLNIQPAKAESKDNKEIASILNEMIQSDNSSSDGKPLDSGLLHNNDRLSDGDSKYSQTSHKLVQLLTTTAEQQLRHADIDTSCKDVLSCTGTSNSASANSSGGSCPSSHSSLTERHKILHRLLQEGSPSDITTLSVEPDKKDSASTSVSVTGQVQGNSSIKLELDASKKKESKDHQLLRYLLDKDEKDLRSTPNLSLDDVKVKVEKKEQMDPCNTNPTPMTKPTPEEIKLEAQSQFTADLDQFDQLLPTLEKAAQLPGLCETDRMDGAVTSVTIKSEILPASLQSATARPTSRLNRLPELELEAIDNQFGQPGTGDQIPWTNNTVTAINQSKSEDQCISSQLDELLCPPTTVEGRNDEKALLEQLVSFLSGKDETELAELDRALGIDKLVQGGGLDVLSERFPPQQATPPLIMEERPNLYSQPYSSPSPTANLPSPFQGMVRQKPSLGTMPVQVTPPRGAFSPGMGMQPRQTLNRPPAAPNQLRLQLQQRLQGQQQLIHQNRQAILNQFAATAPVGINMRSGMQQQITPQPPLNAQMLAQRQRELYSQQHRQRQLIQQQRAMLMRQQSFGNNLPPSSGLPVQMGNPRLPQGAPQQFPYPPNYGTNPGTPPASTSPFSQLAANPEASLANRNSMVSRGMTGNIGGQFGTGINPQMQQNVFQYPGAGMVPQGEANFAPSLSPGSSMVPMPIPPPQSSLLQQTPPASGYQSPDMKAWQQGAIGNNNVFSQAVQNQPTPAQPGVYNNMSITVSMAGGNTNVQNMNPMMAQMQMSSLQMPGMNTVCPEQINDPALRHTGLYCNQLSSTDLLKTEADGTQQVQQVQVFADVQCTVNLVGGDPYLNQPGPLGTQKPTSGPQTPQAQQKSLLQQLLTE
# TWEAK Fn14 block = inhibitors of TWEAK-Fn14 interaction signaling; TWEAK-stimulated Fn14 reporter cells, luciferase luminescence, 8 h; inhibition, % at 10 µM; 2% of 360,000 active; AID 1159606; in the data active means inhibition above about 50%
# Granule exo inh = lytic granule exocytosis inhibition; 0.66% of 360,000 active; inhibition, % at 10 µM; TALL-104 LAMP-1 surface exposure, flow cytometry; cells stimulated with thapsigargin and PMA;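 active means inhibition above about 55%, limit read from the data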
# TLR9-MyD88 inh = blocks human TLR9 binding to MyD88; Q9NR96+Q99836; CHO BLA complementation TLR9-MyD88, CCF4 FRET ratio; inhibition, % at 4.98 µM; 0.21% of 340,000 active; AID 504734;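 active means inhibition above the mean over all tested compounds plus 3 SD, cut at about 21% in these data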;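 further: 0% = DMSO only wells and 100% = clavulanate BLA inhibitor control wells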
# NOD2 RIPK2 PPI = blocks binding of human NOD2 to RIPK2. O43353. CHO BLA complementation NOD2-RIPK2, CCF4 ratio. inhibition, % at 4.98 µM. 0.38% of 360,000 active. AID 624267; in the data active means inhibition above about 21%;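 further: 0% = vehicle only and 100% = reference blocker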
# ABHD5 PLIN5 PPI = ABHD5-PLIN5 protein interaction inhibition. AID 602281. 0.78% of 360,000 active. Split G. princeps luciferase complementation, luminescence, 4 h. Q00G26+Q8WTS1. inhibition, % at 4 µM;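 active means inhibition above the mean inhibition across every tested compound plus 3 SD, cut at about 22% in these data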;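 further: 0% = DMSO only wells and the 100% control is not disclosed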
# LRH-1 inv ag = suppresses constitutive activity of human LRH-1 | HEK293T StAR-luciferase reporter, LRH-1 transfected, 24 h | AID 602396 | O00482 | 0.13% of 360,000 active | inhibition, % at 3.6 µM;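 active means inhibition above the mean inhibition of all tested compounds plus 3 SD, cut at about 73% in these data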;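 further: 0% = DMSO wells and 100% = reporter-only cells lacking LRH-1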
# NCOA3 inh = human NCOA3 inhibition; HEK293 GAL4-SRC3 luciferase reporter, luminescence; AID 588352; 0.17% of 360,000 active; Q9Y6Q9; inhibition, % at 3.6 µM;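 active means inhibition above a per-campaign cutoff, the mean of all compounds plus 3 SD, cut at about 60% in these data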;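 further: 0% = DMSO-treated cells and 100% = gossypol-treated cells at 36 µM; higher means less SRC3-driven luciferase light from the GAL4 reporter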
# Active calls of the source: *; . = no result given.
No.	smiles	TROY NFkB inh	SRC2 inh	COUP-TFII inh	NCOA1 inh	TWEAK Fn14 block	Granule exo inh	TLR9-MyD88 inh	NOD2 RIPK2 PPI	ABHD5 PLIN5 PPI	LRH-1 inv ag	NCOA3 inh
1	O=C(CSC1=NC(=O)C(c2ccccc2)C(=O)N1)Nc1ccccc1Cl (stereo not given)	11	.	.	1	5	7	-3	-1	-5	-3	5
2	O=C(C[C@@H]1C/C=C\C[C@H](NC(=O)OCC2c3ccccc3-c3ccccc32)C(=O)OC[C@@H]2CCCN2C1=O)NCCO	0	22	5	-26	-15	-1	0	-7	9	1	1
3	O=C(CCSc1nnc2ccccn12)Nc1ccc2c(c1)OCO2	-3	-18	2	-3	-7	0	-2	-4	-3	-19	12
4	COCC(=O)N1CCC(n2nccc2NC(=O)c2ccccc2OC)CC1	-6	-18	26	-2	12	1	-15	0	4	-31	-24
5	CC1CN(S(=O)(=O)c2ccc(C(=O)Nc3ccc(S(=O)(=O)N4CCOCC4)cc3)cc2)CC(C)O1 (stereo not given)	1	6	19	7	6	3	-4	1	-7	-6	8
6	COC(=O)C[C@H]1C[C@@H]2c3cc(NC(=O)Nc4ccc(F)cc4)ccc3O[C@@H]2[C@@H](CO)O1	-3	5	-7	-14	-13	2	1	2	1	-24	-32
7	Cc1ccc(C)c(N(CC(=O)NC2CCCC2)C(=O)c2cc3cc4cccc(C)c4nc3s2)c1	-18	-4	-15	7	19	-4	-4	-8	1	0	8
8	CN(C)CCN1C(=O)NC(C)(c2ccc([N+](=O)[O-])cc2)C1=O (stereo not given)	9	-5	8	-1	-3	-1	-3	-7	-1	-4	11
9	Fc1cccc(CN2CCCCCCC2)c1	-3	-26	9	-1	-16	3	-11	6	2	-28	-24
10	COc1ccc(S(=O)(=O)N2CCN(Cc3ccco3)CC2)cc1	0	-26	-19	-15	34	-2	1	6	3	7	5
11	O=C1CCCN1c1ccc(S(=O)(=O)Nc2cccnc2)cc1	-2	2	-3	11	7	-2	-3	-13	1	6	-8
12	Fc1ccc(COc2ccc(/C=N/n3cnnc3)cc2)cc1	-55	-44	2	-10	-18	-3	-5	-6	-1	-16	0
13	Cc1cc(NC(=O)COc2ccccc2C)no1	-56	-84	-29	-81	-5	2	5	-2	-3	-148	-83
14	COc1ccc(-n2cnc3cc(C(=O)N4CCOCC4)ccc32)cc1	-22	-24	-7	-24	-10	-3	-12	11	-6	-13	-26
15	Cc1cc(C(=O)CSc2nc(N)cc(N)n2)c(C)n1CC1CCCO1 (stereo not given)	3	0	11	-21	8	49	1	-15	-4	-11	4
16	CC(OC(=O)CCN=C1NS(=O)(=O)c2ccccc21)C(=O)Nc1ccc(N(C)C)cc1 (stereo not given)	4	-28	14	-3	-24	-3	3	-4	0	6	-1
17	Cc1ccc(C)c(OCC(O)CN2CCc3ccccc3C2)c1C (stereo not given)	16	31	22	-19	6	-15	-2	-2	1	4	-2
18	COc1cccc(-n2c(Cc3cc(=O)[nH]c(=O)[nH]3)nnc2SCC(=O)N2CCCC2)c1	10	-17	-12	7	3	4	1	-2	-6	12	-5
19	O=c1[nH]c(Nc2ccccc2)cc2ccccc12	-11	-3	-3	-19	12	-1	2	-4	-25	13	-2
20	CCc1nccn1CCC(=O)N1CCCC(Nc2ccc(F)cc2)C1 (stereo not given)	24	8	-1	-6	-11	0	-1	2	-15	-4	5
21	COc1ccc(C(=O)N2CCN(c3ccc([N+](=O)[O-])c(-n4nc(C)cc4C)c3)CC2)cc1	-1	-14	5	-4	-5	0	-10	-1	1	2	12
22	Cc1ccccc1C(=O)NNC(=O)c1ccc(F)cc1	-30	-10	-4	-21	-10	-2	-1	-8	2	-17	-10
23	O=C(NC(=S)Nc1cccc([N+](=O)[O-])c1)C1CCCC1	-24	-2	-6	-33	-5	0	-1	-1	-16	-11	-6
24	CCOC(=O)CN1C(=O)N[C@@H](c2cccs2)C(C(C)=O)=C1C	-10	-12	1	-8	3	5	3	7	-5	10	-14
25	COc1cccc(Nc2nnc(SCN3C(=O)c4ccccc4C3=O)s2)c1	-6	-5	-17	-41	-4	-9	-7	-9	-5	0	-7

# One compound at a time, from the list above. Values in the order: TROY NFkB inh, SRC2 inh, COUP-TFII inh, NCOA1 inh, TWEAK Fn14 block, Granule exo inh, TLR9-MyD88 inh, NOD2 RIPK2 PPI, ABHD5 PLIN5 PPI, LRH-1 inv ag, NCOA3 inh
# Record of COc1ccc(-n2cnc3cc(C(=O)N4CCOCC4)ccc32)cc1 = -22, -24, -7, -24, -10, -3, -12, 11, -6, -13, -26
# Record of Cc1ccc(C)c(OCC(O)CN2CCc3ccccc3C2)c1C (stereo not given) = 16, 31, 22, -19, 6, -15, -2, -2, 1, 4, -2
# Record of Cc1cc(C(=O)CSc2nc(N)cc(N)n2)c(C)n1CC1CCCO1 (stereo not given) = 3, 0, 11, -21, 8, 49, 1, -15, -4, -11, 4

# Results in TROY NFkB inh and COUP-TFII inh (three entries from above):
cpd	Molecule	TROY NFkB inh	COUP-TFII inh
14	COc1ccc(-n2cnc3cc(C(=O)N4CCOCC4)ccc32)cc1	-22	-7
3	O=C(CCSc1nnc2ccccn12)Nc1ccc2c(c1)OCO2	-3	2
8	CN(C)CCN1C(=O)NC(C)(c2ccc([N+](=O)[O-])cc2)C1=O (stereo not given)	9	8

# Next section.
[26] CC(=O)Nc1ccc(S(=O)(=O)N(C)CC(=O)N/N=C/c2cccc(O)c2)cc1
[27] COc1ccc(NC(C)=O)cc1NC(=O)c1cccc(C(F)(F)F)c1
[28] CCCNC(=O)c1onc(CSc2ccccn2)c1C(=O)NCCC
[29] CC(C)OCCCNC(=O)c1ccc(Br)cc1
[30] COc1ccc(-c2cc(NC=O)c3ncc(-c4cccc(C(=O)NCCN(C)C)c4)n3c2)cn1
[31] CCCCN(CC)CCCNC(=O)C1CCN(c2ncnc3c2sc2cccc(F)c23)CC1
[32] O=C(CCC(=O)NC1CCCCC1)NCc1ccc(F)cc1
[33] CC(C)Nc1ncnc2c1ncn2[C@H]1CN(Cc2ccc3c(c2)OCO3)C[C@@H](CO)O1
Assay by compound	26	27	28	29	30	31	32	33
TROY NFkB inh	14	1	-11	-49	-16	2	8	-7
SRC2 inh	-4	-32	-1	.	0	-4	-22	-17
COUP-TFII inh	6	-9	-14	.	1	-8	2	-4
NCOA1 inh	-1	-9	-4	-47	6	-17	14	-5
TWEAK Fn14 block	4	-10	13	-37	-32	-1	-1	-5
Granule exo inh	4	0	1	-1	-4	10	0	32
TLR9-MyD88 inh	4	-4	1	-3	.	2	5	.
NOD2 RIPK2 PPI	-5	2	-3	-7	-11	4	-8	-1
ABHD5 PLIN5 PPI	-5	-1	11	2	11	4	-3	-3
LRH-1 inv ag	-1	-1	-8	-62	-7	6	7	12
NCOA3 inh	12	-6	-2	-15	-5	-3	5	2

[34] COc1ccc(C(=O)Oc2ccc(C(=S)N3CCOCC3)cc2)cc1
[35] COc1ccc(C(C)(C)C)cc1NC(=O)C1CC=CCC1C(=O)O (stereo not given)
[36] Cc1noc(C(=O)Nc2ccc(C#N)cc2)c1Cl
[37] C=CCNc1nc(Cl)nc(NCc2ccco2)n1
[38] O=C(c1cnc(N2CCN(c3ccccn3)CC2)c2ccccc12)N1CCN(c2cccc(Cl)c2)CC1
[39] CCCNC(=O)Cn1sc2nc(C)cc(C)c2c1=O
[40] O=C(c1ccccc1)N(Cc1ccc(F)cc1)Cc1nc2ccccc2c(=O)[nH]1
[41] CC(C)(C)C1CCC2(CC1)SCC(=O)N2c1ccccc1 (stereo not given)
Assay by compound	34	35	36	37	38	39	40	41
TROY NFkB inh	-3	2	-5	7	46	8	19	-6
SRC2 inh	8	-13	-9	-24	20	11	1	27
COUP-TFII inh	2	-11	11	-21	14	-3	11	-2
NCOA1 inh	5	-19	-31	13	-12	2	-1	6
TWEAK Fn14 block	-20	7	-3	-6	91*	-15	22	13
Granule exo inh	-40	4	-3	1	13	58*	-1	0
TLR9-MyD88 inh	-9	1	-12	-22	-6	-6	-13	-6
NOD2 RIPK2 PPI	-6	-5	-10	-8	-7	9	-2	-6
ABHD5 PLIN5 PPI	-8	7	4	-6	-6	45*	10	6
LRH-1 inv ag	9	-10	-4	-11	-9	-1	9	-9
NCOA3 inh	7	-6	2	-5	8	16	12	20

[42] CCN(C(=O)CSc1ncnc2sccc12)c1c(N)n(Cc2ccccc2)c(=O)[nH]c1=O
[43] CN1CCN(C(=O)CCn2c(=O)c3cccn3c3cccnc32)CC1
[44] COc1ccc2ccccc2c1/C=N/NC(=O)c1nnn(-c2nonc2N)c1CN(C)C
[45] Cc1cccc(C(=O)N(C(=O)c2cccc(C)c2)N(C)C)c1
[46] CCOc1ccc(N2CC(C(=O)Nc3ccccc3C(=O)NC3CC3)CC2=O)cc1 (stereo not given)
[47] O=C(NCc1cccnc1)[C@@H]1CC=C[C@@H]2CCN(Cc3ccc(Cl)c(Cl)c3)C(=O)[C@@H]21
[48] CCOC(=O)Cc1c(C)nc2c(C#N)c[nH]n2c1=O
[49] CC(C)Cc1nc(NCCN2CCOCC2)c(C#N)c2c1COC(C)(C)C2
Assay by compound	42	43	44	45	46	47	48	49
TROY NFkB inh	-9	1	-6	3	10	5	-3	18
SRC2 inh	-11	2	1	-22	-63	26	-7	-41
COUP-TFII inh	-21	-20	-24	-5	8	11	3	0
NCOA1 inh	-6	-11	-12	0	-4	0	-6	-6
TWEAK Fn14 block	-18	7	6	17	6	-1	2	-22
Granule exo inh	3	-4	-2	-3	-10	1	0	-2
TLR9-MyD88 inh	7	5	-7	5	6	-3	3	-3
NOD2 RIPK2 PPI	3	1	-8	13	-8	0	-4	-13
ABHD5 PLIN5 PPI	-9	9	-9	-3	13	7	-3	-1
LRH-1 inv ag	-10	-23	-1	14	-5	2	-3	5
NCOA3 inh	12	8	8	10	16	9	-2	10

[50] CCc1cc2c(NC(Cc3ccccc3)C(=O)O)nc(C)nc2s1 (stereo not given)
[51] CC1CN(CCCOc2ccccc2[N+](=O)[O-])CC(C)O1 (stereo not given)
[52] Cc1c(C(=O)N2CCC(C)CC2)sc2ncnc(N3CCN(c4ccccc4)CC3)c12
[53] CC(C)n1c(SCc2ccc(Cl)cc2)nc2c1c(=O)[nH]c(=O)n2C
[54] CSc1ccccc1NC(=O)CSc1nncs1
[55] Cc1ccc(C=Nc2ccccc2C(N)=O)cc1
[56] O=C(CCC(=O)c1cccs1)NCC(c1ccc(F)cc1)N1CCOCC1 (stereo not given)
Assay by compound	50	51	52	53	54	55	56
TROY NFkB inh	7	-3	23	1	-8	-32	-22
SRC2 inh	-16	11	-16	-17	9	-65	-2
COUP-TFII inh	17	9	8	16	-12	-29	29
NCOA1 inh	17	-18	-38	-3	-7	-68	-7
TWEAK Fn14 block	5	-8	22	-18	1	-16	8
Granule exo inh	4	1	-3	0	9	0	15
TLR9-MyD88 inh	-10	6	5	-4	-4	4	-1
NOD2 RIPK2 PPI	4	-1	12	-8	2	-4	0
ABHD5 PLIN5 PPI	1	-1	-2	-2	2	-1	-4
LRH-1 inv ag	-11	-4	9	-12	-10	-18	-17
NCOA3 inh	-15	7	-4	-9	12	-30	9

# Not all compounds are listed. The share of hits here may be higher or lower than overall.
